RAM inhibit: yeast RAM network inhibition; 190,000 compounds, 1.8% hits; inhibition, % at 50 µM; S. cerevisiae dse1pr::URA3 reporter, 5-FOA growth OD615, 2 d; analog-sensitive cbk1-as2 kinase mutant strain;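 active = inhibition above a set limit, 3 SD over mean compound inhibition, cut at about 8.4% in these data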;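 note: 0% = DMSO-only wells with no growth and 100% = 10 µM 1-NA-PP1 full growth; inhibition rescues growth on 5-FOA so higher OD means more RAM inhibition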
Diaph act CS: activates diaphorase or chemically reduces, flagging diaphorase assay artifacts. Diaphorase/resazurin coupled assay, resorufin fluorescence, 16 min; hits give high values; 1 = vehicle wells, 0 = NADH-free wells. activation factor at 20 µM. 190,000 compounds, 0.005% hits. AID 1229;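 active = diaphorase activity raised at least twofold by the compound at 20 µM; inactive = activation factor below 2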
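System – purified diaphorase enzyme from Clostridium kluyveri · Input – enzyme 0.07 U/mL final · Also added – final NADH 0.114 mM, resazurin 0.1 mM · Measured by – fluorescence of resorufin, 544 nm excitation, 590 nm emission · Timing – 16 min enzyme reaction, ambient temperature · Measure – resorufin increase flagging diaphorase activators or reducers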
PMI act satM6P: activators of human phosphomannose isomerase at near-saturating mannose 6-phosphate; P34949; activation factor at 20 µM; coupled PMI enzyme assay, resazurin fluorescence, 20 min; hits give high values; 1 = untreated enzyme, 0 = substrate-free blank; 190,000 compounds, 0.34% hits; AID 1216;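 active = activation factor of 2 or more at 20 µM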
Target sequence (P34949 whole entry, looked up): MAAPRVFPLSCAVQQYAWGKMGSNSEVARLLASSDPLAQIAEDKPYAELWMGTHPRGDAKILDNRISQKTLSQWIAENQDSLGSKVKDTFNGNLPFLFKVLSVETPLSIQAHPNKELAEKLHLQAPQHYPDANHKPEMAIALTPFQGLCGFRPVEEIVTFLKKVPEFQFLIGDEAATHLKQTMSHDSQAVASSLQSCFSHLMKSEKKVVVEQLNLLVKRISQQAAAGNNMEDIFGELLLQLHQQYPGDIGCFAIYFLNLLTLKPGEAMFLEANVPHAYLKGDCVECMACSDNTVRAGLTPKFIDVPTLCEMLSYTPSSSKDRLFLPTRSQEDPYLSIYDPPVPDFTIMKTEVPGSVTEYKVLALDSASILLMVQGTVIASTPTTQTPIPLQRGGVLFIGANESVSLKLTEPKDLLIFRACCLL
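Test system – human PMI in coupled enzyme assay · Timing – 20 min incubation at room temperature · Detection – Diaphorase-driven resazurin-to-resorufin fluorescence, excitation 544, emission 590 nm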
G6PDH CS: L. mesenteroides G6PDH inhibition counter-screen; Purified L. mesenteroides G6PDH, diaphorase/resazurin coupled fluorescence, 45 min; AID 1020; 200,000 compounds, 0.12% hits; inhibition, % at 5 µM
Lmaj promast: inhibitors of Leishmania major promastigote growth | inhibition, % at 10 µM | 200,000 compounds, 9% hits | AID 1063 | Leishmania major promastigotes, resazurin fluorescence viability;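 note: promastigotes grown with compound for 44 hours at 28 °C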
S1P3 antag: S1P3 (human) receptor antagonism; Q99500; CHO S1P3 NFAT-BLA reporter, FRET fluorescence, antagonist mode; inhibition, % at 4.98 µM; 170,000 compounds, 0.27% hits; AID 485;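 active = inhibition above the plate cutoff, the mean inhibition of test wells on that plate plus 3 SD, cut at about 28% in these data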;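 note: cells challenged with S1P at its EC80 of 0.8 µM; blue over green emission ratio from cleaved BLA substrate after 4 h stimulation; 0% = S1P-stimulated wells and 100% = unstimulated DMSO-only wells; some compounds past the cut are filed as inactive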
Target sequence (Q99500 whole entry, looked up): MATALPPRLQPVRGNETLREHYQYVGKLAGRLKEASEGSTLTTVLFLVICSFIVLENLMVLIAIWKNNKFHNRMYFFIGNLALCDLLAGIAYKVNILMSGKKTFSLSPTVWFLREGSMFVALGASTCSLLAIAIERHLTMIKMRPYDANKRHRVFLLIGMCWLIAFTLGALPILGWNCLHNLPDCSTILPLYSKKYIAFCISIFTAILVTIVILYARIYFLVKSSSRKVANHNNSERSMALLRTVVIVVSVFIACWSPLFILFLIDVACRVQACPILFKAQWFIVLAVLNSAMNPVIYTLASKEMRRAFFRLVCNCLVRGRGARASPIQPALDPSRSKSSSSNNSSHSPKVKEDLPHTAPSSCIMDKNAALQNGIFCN
Hsp70 activator: Hsp70 transcriptional activation, primary screen; HeLa Hsp70 promoter luciferase reporter, luminescence; scaled: vehicle 0, proteasome-inhibitor control 100%; activation, % at 10 µM; 200,000 compounds, 0.04% hits; AID 1203;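 active = activation above the mean across all tested compounds plus 3 SD, cutoff set per campaign, cut at about 5.5% in these data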;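 note: 100% = MG132 at 30 µM as the positive control and 0% = DMSO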
Diaphorase inh: diaphorase inhibition or chemical oxidation counter-screen; diaphorase resazurin-to-resorufin fluorescence, NADH, 16 min; bacterial (C. kluyveri) enzyme, not human; inhibition, % at 20 µM; 190,000 compounds, 0.69% hits;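 active = primary screen inhibition at 20 µM above a set limit, cut at about 50% in these data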;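 note: plate controls were DMSO with full reaction for no effect and wells lacking NADH for full effect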
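Test system: Clostridium kluyveri diaphorase enzyme / Quantity: diaphorase at 0.14 U/mL in enzyme working solution / Incubation: 16-min room-temperature incubation before reading / Benchmarks: NADH-free wells as positive control, DMSO-only neutral wells / Signal: resorufin fluorescence 544/590 nm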
Redox H2O2 prof: compounds producing H2O2 with reducing agent – biochemical, NIH compound library profiling, artefact control for MLSCN library redox annotation, primary screen. DTT-dependent redox cycling H2O2, phenol red/HRP absorbance; 100% = 100 µM peroxide control, 0% = buffer. activation, % at 10 µM. 200,000 compounds, 0.03% hits;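 active = activation of at least 50% relative to the plate's high and low controls in the primary single-dose screen; inactive = activation below 50%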;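 note: compound incubated with DTT at 0.8 mM final as the reducing agent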
PMI act: phosphomannose isomerase (human) activation. P34949. purified human PMI, coupled resazurin fluorescence, 20 min; hits give high values; 1 = vehicle control, 0 substrate-free wells. activation factor at 20 µM. 190,000 compounds, 0.005% hits. AID 1214;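 active = activation factor of 2 or more at 20 µM, relative to plate controls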
TLR4 MyD88 comp: inhibitors of human TLR4-MyD88 binding | O00206+Q99836 | HeLa CL3-4 TLR4/MyD88 BLA complementation, FRET ratio | inhibition, % at 8.4 µM | 200,000 compounds, 0.18% hits | AID 861; in the data active = inhibition above about 25%;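 note: 0% = vehicle and 100% = reference inhibitor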
Numbers without * were called inactive; . = not tested or not shown. Cut-off read from the data, not from the text of the source, unless noted: active = inhibition above about 50%; inactive = the rest.

Results follow in this order: PMI act satM6P	TLR4 MyD88 comp	Lmaj promast	Redox H2O2 prof	RAM inhibit	G6PDH CS	Hsp70 activator	PMI act	Diaph act CS	Diaphorase inh	S1P3 antag
> Cc1ccc(S(=O)(=O)N(CC(O)CN2C(=O)NC(C)(C)C2=O)c2ccccc2)cc1 (stereo not drawn)
→ 1	9	-3	-3.5	2.3	-4	-0.2	1	1	4	.
> O=S(=O)(c1ccccc1)n1c(C(O)c2ccccn2)cc2ccccc21 (stereo not drawn)
→ 1	-7	45	-0.7	0.6	6	-0.3	1	0.8	18	4
> Cc1cccc(S(=O)(=O)C(C#N)c2nc3ccccc3nc2N2CC(C)OC(C)C2)c1 (stereo not drawn)
→ 1.6	2	-9	4.0	1.4	22	-0.3	1.2	0.9	12	-40
> Fc1ccccc1NC(=S)N1CCN(C/C=C/c2ccccc2)CC1
→ 1.1	8	0	0.0	0.5	5	-0.1	1	0.9	6	-1
> Cc1ccc(OCC(=O)N/N=C/c2cccn2C)cc1
→ 1	5	1	0.2	0.9	-3	-0.2	1	0.9	9	.
> CCc1nnc(NC(=O)C2CC(=O)N(c3ccc4c(c3)OCCO4)C2)s1 (stereo not drawn)
→ 1	0	-9	0.2	1.8	25	-0.3	1.1	0.9	9	-2
> O=C(COC(=O)c1ccccc1)Nc1ccc(Cl)cn1
→ 1	-6	-3	-0.1	2.4	-5	0.3	1.1	1	-4	-5
> Cc1ccc(NC(=O)c2ccc(NCC3CCCO3)c([N+](=O)[O-])c2)cc1Cl (stereo not drawn)
→ 0.8	-12	-2	0.6	2.1	2	-0.1	1	0.9	12	.
> Cc1cc(C(=O)Nc2cccc(C(=O)O)c2)oc1C
→ 1	6	-5	-2.1	0.3	4	-0.4	0.9	0.8	16	2
> CC(NC(=O)c1ccncc1)C(c1cccs1)N1CCOCC1 (stereo not drawn)
→ 1	-2	-1	0.5	-0.1	4	-0.3	1	1	3	-19
> CCOc1ccccc1NC1c2ccccc2C(=O)N1c1cccnc1 (stereo not drawn)
→ 1.1	-14	28	0.2	-0.7	14	-0.1	1.1	0.9	11	-29
> CCn1c(C)nc([N+](=O)[O-])c1Sc1ccc(F)cc1
→ 0.9	8	22	-0.6	1.2	0	0.1	1	0.8	15	8
> Cc1nnc2sc(SCC(=O)Nc3cccc(Cl)c3)nn2c1=O
→ 1	-1	3	0.4	-0.6	3	0.1	1	0.9	13	-17
> Clc1cccc(N/N=C/c2ccncc2)c1
→ 1.2	-4	7	-0.3	1.1	-13	-0.1	1.1	0.9	10	23
> CCOC(=O)N1CCC(NC(=O)CN2C(=O)CSc3nc(C)cc(C)c32)CC1
→ 0.9	-6	-6	-3.6	0.5	6	-0.1	1	0.8	20	5
> COc1ccc(C(C)C)cc1S(=O)(=O)NCc1ccccn1
→ 1.1	5	-3	0.3	1.9	11	-0.5	1	0.9	13	-15
> COc1ccc(C(=O)c2cnc(C(C)C)n2C)cc1
→ 1	-4	-10	-1.5	1.4	0	-0.3	1	1	3	-59
> CCOc1ccc(C(=O)C(C)=O)c(OCC)c1
→ 1	-1	-1	-1.1	0.5	7	-0.2	1.1	1	0	-17
> Fc1ccc(CNCc2cccc(Br)c2)cc1
→ 1.1	-3	40	-0.2	0.5	-2	0.0	1.2	1	4	-5
> COc1ccccc1NCCC#N
→ 0.9	2	-2	3.2	0.2	14	-0.3	0.9	0.9	13	.
> CN(C)C(=O)N1CCC(C(=O)N2CCCC(C(=O)c3ccc(C(C)(C)C)cc3)C2)CC1 (stereo not drawn)
→ 1	-6	1	-1.0	1.1	4	-0.3	0.9	0.8	19	4
> Cc1ccc(NC(=S)N2CCC(O)CC2)c(C)c1
→ 0.9	-6	2	-3.7	-2.2	13	-0.3	0.9	0.9	14	-16
> COC(=O)c1c(NC(=O)/C=C/c2ccc3c(c2)OCO3)sc(C)c1C
→ 1	-20	-7	-0.1	7.7	-25	-0.4	0.9	0.9	9	-2
> CCC(C)c1ccccc1NC(=O)c1cccnc1 (stereo not drawn)
→ 1	-21	-4	-0.4	-0.2	19	-0.3	1	0.9	8	.
> CC1=CC(C)(C)NC(=S)N1c1ccc(C)cc1
→ 1	10	-2	0.8	-0.5	6	-0.3	1	0.9	9	.
> Cc1onc(-c2ccccc2Cl)c1C(=O)NCc1nc(-c2ccccc2)no1
→ 0.9	10	15	2.3	1.1	17	0.2	0.8	0.9	15	-4
> COc1ccc(/C(C)=C2\SC(=S)N(CCC(=O)O)C2=O)cc1
→ 1	1	-4	0.0	3.5	9	0.4	1	0.9	7	.
> CC1CCN(C(=O)Cc2nn(C)c(=O)c3ccccc23)CC1
→ 1	-9	-1	-0.4	0.2	8	-0.3	0.9	0.9	11	-20
> CCOC(=O)C(=CNc1ccc(NC2=NCC(C)S2)cc1)C(=O)OCC (stereo not drawn)
→ 0.9	1	15	0.1	0.4	-7	-0.4	1	0.9	14	20
> CCC(C)OC(=O)C[N+](C)(C)CCOC1CC2CCC1(C)C2(C)C (stereo not drawn)
→ 0.9	9	96*	-1.3	2.1	17	-0.2	1	0.9	12	-8
> COC(c1ccccc1)c1nnc(CCC(=O)N(C)Cc2cccc(-n3cccn3)c2)o1 (stereo not drawn)
→ 0.9	-16	1	-1.8	0.8	10	0.6	0.8	0.8	19	-18
> Cc1cccc(C)c1N1CCN(S(=O)(=O)c2ccccc2)CC1
→ 1	-10	-1	-0.9	2.0	-4	-0.1	0.9	0.9	9	-18
> CCN(CC)C(=O)c1ccc(Cn2cc([N+](=O)[O-])cn2)o1
→ 1	-1	9	0.9	2.9	10	0.3	0.9	0.9	11	-8
> Cn1c(CNC(=O)c2ccccc2)nnc1SCC(=O)N1CCN(c2ccccc2)CC1
→ 1.1	9	-3	7.9	1.5	2	-0.1	1	0.9	12	.
> CC(C)(C)OC(=O)N1CCNc2ccccc2C1
→ 0.9	-6	0	0.0	-0.1	-14	-0.1	0.9	0.9	14	17
> Cc1ccc(-c2nnn(C(C)C(=O)N3c4ccccc4CCc4ccccc43)n2)cc1 (stereo not drawn)
→ 1	0	28	0.6	7.9	7	-0.1	1	0.9	14	.
> O=C(CCSc1ccccc1)Nc1nc2c(s1)COc1ccccc1-2
→ 0.8	1	2	0.5	4.4	-37	-0.1	0.8	0.8	17	.
> O=C(CC(NCc1ccccn1)C(=O)O)Nc1ccccc1Cl (stereo not drawn)
→ 0.7	7	-9	-0.2	1.5	9	-0.2	0.8	0.9	11	-6
> CC(Oc1ccc(Br)cc1)C(=O)N1CCc2ccccc21 (stereo not drawn)
→ 1.1	10	8	0.9	7.7	5	-0.4	0.9	1	2	-6
> O=C(CNCC1CCCO1)Nc1ccccc1N1CCOCC1 (stereo not drawn)
→ 1	-1	-3	2.4	1.5	10	0.4	1	0.8	16	-13
> Cc1nn(-c2ccccc2)c(Cl)c1/C=C/C(=O)c1ccccc1
→ 1.2	3	69*	0.1	5.3	4	0.1	1.1	0.8	16	.
> COC(=O)c1cc(OC)c(OC)cc1NCC(=O)Nc1cccc(C(F)(F)F)c1
→ 0.6	4	74*	0.2	1.3	18	-0.2	0.8	0.8	22	6
> COC(=O)c1ccccc1NC(=O)CSc1nc(C)cc(C)n1
→ 1	-7	-4	0.0	0.0	11	-0.3	1	1.1	-6	9
> CCc1cc(OCCCCNCc2ccccc2)ccc1Cl
→ 1.1	10	99*	0.7	-0.4	4	-0.2	1.1	1	3	4
> O=C(NCCO)/C(=C/c1ccc2c(c1)OCO2)NC(=O)c1ccc(Br)cc1
→ 0.9	-4	-2	0.2	-0.4	12	-0.2	0.9	0.8	17	-21
> CCCCC(=O)OCC(=O)c1[nH]c(C)c(C(=O)OCC)c1C
→ 1	-14	-1	-0.1	2.4	13	-0.6	1	0.9	10	.
> O=c1c(S(=O)(=O)c2ccc(Cl)cc2)cn(Cc2cccc(F)c2)c2ccc(F)cc12
→ 0.9	-22	22	0.6	1.9	-10	0.0	0.8	0.8	17	-16
> Cc1ccc(C(=O)Nc2c(C(=O)NCc3ccco3)cnn2-c2ccccc2)cc1
→ 1	-15	14	-0.7	1.3	10	0.2	1	1	-4	-11
> Cc1ccc2c(c1)NC(=O)C(CC(=O)NCCCN1CCN(c3cc(Cl)ccc3C)CC1)O2 (stereo not drawn)
→ 0.8	-3	8	-2.2	-0.2	-39	-0.4	0.8	0.8	19	9
> COc1ccccc1NC(=O)C1C2CCCCC21 (stereo not drawn)
→ 1	-2	2	1.2	1.0	-1	0.0	1	0.9	14	-24

Molecules above containing a furan ring, fused or not (3):
Results follow in this order: PMI act satM6P	TLR4 MyD88 comp	Lmaj promast	Redox H2O2 prof	RAM inhibit	G6PDH CS	Hsp70 activator	PMI act	Diaph act CS	Diaphorase inh	S1P3 antag
> Cc1cc(C(=O)Nc2cccc(C(=O)O)c2)oc1C
→ 1	6	-5	-2.1	0.3	4	-0.4	0.9	0.8	16	2
> CCN(CC)C(=O)c1ccc(Cn2cc([N+](=O)[O-])cn2)o1
→ 1	-1	9	0.9	2.9	10	0.3	0.9	0.9	11	-8
> Cc1ccc(C(=O)Nc2c(C(=O)NCc3ccco3)cnn2-c2ccccc2)cc1
→ 1	-15	14	-0.7	1.3	10	0.2	1	1	-4	-11

(more compounds)
Results follow in this order: PMI act satM6P	TLR4 MyD88 comp	Lmaj promast	Redox H2O2 prof	RAM inhibit	G6PDH CS	Hsp70 activator	PMI act	Diaph act CS	Diaphorase inh	S1P3 antag
> CN(CC(=O)N1CCN(c2cccc(Cl)c2)CC1)S(=O)(=O)c1cnc[nH]1
→ 1	7	-2	-0.2	0.8	-4	-0.2	1	0.8	21	5
> CNC(=O)C1CC(=O)N(c2ccc(C)cc2)C1 (stereo not drawn)
→ 1.1	-7	-4	-0.6	0.6	5	-0.4	1.1	1	2	-19
> Cc1ccc(Oc2ccc(NC(=O)CCC(=O)OCC(=O)c3cccs3)cc2)cc1C
→ 0.8	-3	-6	0.9	13*	3	-0.1	0.8	0.7	32	.
> CC1(C)NC(=O)N(c2ccccc2Cl)C1(C)NO (stereo not drawn)
→ 1	0	0	-0.8	-0.1	6	0.0	1	0.9	12	-22
> Cc1ccc(OCCC(=O)OCC(=O)NCCc2ccccc2)cc1
→ 1	5	-4	-0.1	2.5	1	-0.2	1	0.8	15	-7
> COc1cc(C=O)ccc1OCCSc1ccc(C)cc1
→ 0.9	-6	0	1.3	0.5	-18	-0.3	0.9	0.8	16	.
> Oc1ccc(N2CCN(C(=S)NCCc3ccccc3)CC2)cc1
→ 0.6	9	98*	0.6	0.3	8	-0.3	0.8	0.7	33	.

From PubChem BioAssay
